Cdc25B block: inhibitors of human Cdc25B phosphatase | recombinant Cdc25B, OMFP fluorescence Ex485/Em525 | inhibition, %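 (compounds tested at 10 µM final in the well)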 | 65,000 tested, 0.1% active; in the data active = inhibition above about 50%
MMP-13 inhibitor: blocks human MMP13 activity | AID 570 | 65,000 tested, 0.07% active | MMP-13 fTHP FRET cleavage, Mca fluorescence | inhibition, % at 4 µM | P45452;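 active = inhibition above the mean of compound-free control plate wells plus 3 SD, cut at about 14% in these data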;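 also: 0% = DMSO wells and 100% = wells with reference MMP-13 inhibitor after basal subtraction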
DUSP1 inh: inhibitors of human MKP-1 phosphatase. P28562. inhibition, %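 (compounds tested at a single concentration somewhere between 10 and 100 µM)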. 65,000 tested, 0.15% active. recombinant MKP-1, OMFP hydrolysis fluorescence;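 active = inhibition above about 50%, limit read from the data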;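 also: 0% = DMSO max control wells and 100% = wells with enzyme stopped by NaOH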
Target sequence (P28562 whole entry, looked up): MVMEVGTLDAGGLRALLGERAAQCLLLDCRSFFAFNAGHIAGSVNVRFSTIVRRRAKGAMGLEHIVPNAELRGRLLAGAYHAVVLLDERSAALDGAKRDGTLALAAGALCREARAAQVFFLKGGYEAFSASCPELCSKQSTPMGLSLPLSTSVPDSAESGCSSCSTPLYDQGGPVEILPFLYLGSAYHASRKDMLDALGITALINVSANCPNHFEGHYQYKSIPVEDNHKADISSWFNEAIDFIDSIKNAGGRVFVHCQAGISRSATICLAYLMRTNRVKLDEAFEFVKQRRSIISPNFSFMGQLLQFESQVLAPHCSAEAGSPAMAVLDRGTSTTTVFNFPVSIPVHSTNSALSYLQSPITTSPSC
Abs 340nm: absorbance at 340 nm | compound absorbance at 340 nm, fold over control | fold change at 10 µM | 65,000 tested, under 10 active;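 active = at 10 µM dose, initial 340 nm absorbance at least 2 fold that of control wells; inactive = change under 2 fold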;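 also: initial absorbance extrapolated from kinetic A340 decline of NADH oxidation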
FXIIa inh mix: inhibitors of human coagulation factor XIIa, pooled mixtures | purified FXIIa, fluorogenic substrate | inhibition, % at 5 µM | 62,000 tested, 0.2% active | AID 684;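 also: 0% = enzyme without compound and 100% = no enzyme blank; some results filed as inactive read as strong as hits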
AP ELISA ortho: alternative pathway complement inhibition, orthogonal assay | AID 1235 | inhibition, % at 5 µM | 62,000 tested, 0.08% active | Human serum alternative complement pathway, LPS-coated ELISA, C3 deposition; tested in compound mixtures;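 active = inhibition above 30% in each of the two pooled mixtures holding the compound, so the lower value exceeds 30%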;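 also: 0% = serum in Mg-EGTA without compound and 100% = EDTA serum blank; some compounds past the cut are filed as inactive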
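Medium: diluted human serum in Mg2+-EGTA GVB++. Assay system: human serum complement alternative pathway, C3 deposition onto LPS. Also added: Plate-bound LPS. Technique: Anti-C3 ELISA, OD 450 nm. Measure: percent inhibition. Incubation: 1 h at 37 °C. Dosing: 5 µM each compound, pools of ten, 50 µM per pool.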
Hsp90 inh: displaces geldanamycin probe from tumor Hsp90; P07900; NCI-N417 lysate Hsp90, Cy3B-geldanamycin FP displacement; inhibition, % at 30 µM; 64,000 tested, 0.35% active; AID 429;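 active = inhibition above 50%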;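 also: 0% = tracer plus lysate wells and 100% = tracer alone without lysate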
FXIa mix inh: inhibitors of human coagulation factor XIa, pooled mixtures; AID 680; 62,000 tested, 0.19% active; inhibition, % at 5 µM; purified FXIa, fluorogenic substrate; P03951;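 also: each value is inhibition by a whole ten-compound pool holding the compound; 0% = enzyme with no mixture and 100% = wells lacking enzyme; strong numbers were not always called active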
Target sequence (P03951 19-387 limits assumed): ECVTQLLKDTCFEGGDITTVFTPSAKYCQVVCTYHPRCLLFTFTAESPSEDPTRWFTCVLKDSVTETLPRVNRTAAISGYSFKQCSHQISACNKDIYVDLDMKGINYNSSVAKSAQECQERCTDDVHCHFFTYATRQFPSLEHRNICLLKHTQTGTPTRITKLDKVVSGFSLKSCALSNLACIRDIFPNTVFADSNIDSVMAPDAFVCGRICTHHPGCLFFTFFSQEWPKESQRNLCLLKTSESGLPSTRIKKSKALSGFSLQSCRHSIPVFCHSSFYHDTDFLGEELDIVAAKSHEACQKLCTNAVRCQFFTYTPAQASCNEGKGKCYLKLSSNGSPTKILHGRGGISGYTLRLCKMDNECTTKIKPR
Target sequence (P03951 388-625 limits assumed): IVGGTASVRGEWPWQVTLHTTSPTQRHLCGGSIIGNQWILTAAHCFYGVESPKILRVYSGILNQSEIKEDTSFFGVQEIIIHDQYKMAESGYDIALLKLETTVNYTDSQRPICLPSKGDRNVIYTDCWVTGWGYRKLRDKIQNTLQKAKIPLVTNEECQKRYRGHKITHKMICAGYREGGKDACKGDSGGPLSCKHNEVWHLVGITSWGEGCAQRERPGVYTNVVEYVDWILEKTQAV
JNK3 inh: inhibitors of human JNK3 kinase; P53779; purified JNK3 kinase activity, HTS; inhibition, % at 8 µM; 60,000 tested, 0.61% active; AID 746; in the data active = inhibition above about 17%;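 also: 0% = DMSO and 100% = reference inhibitor; many of its hits are not listed in these tables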
Starred values were filed as active, the others as inactive; i = inactive; nt = not tested or not shown; & = joins results of further samples; [ ] = dose if it differs, or a comment. Rule as the data show it, unless noted: active = inhibition above about 20% (passing the limit was not always enough); inactive = the rest. Rows are unselected; 1.5% or so of the library scored in one or more.

SMILES	Cdc25B block	MMP-13 inhibitor	DUSP1 inh	Abs 340nm	FXIIa inh mix	AP ELISA ortho	Hsp90 inh	FXIa mix inh	JNK3 inh
N=c1oc2ccc3ccccc3c2cc1-c1nnc2n1CCCCC2	-2.8	i[fluorescence artefact?]	-12.0	1.06	10.5	-8.4	-1.6	-68.1	-3.3
CCCn1c(NC(=O)c2ccc(C)cc2)nc2ccccc21	-14.7	-3.4	1.1	1.12	10.4	7.8	-2.2	2.5	5.6
O=C(C(c1ccccc1)c1ccccc1)N(Cc1ccco1)C1CCS(=O)(=O)C1 (stereo not given)	9.6	1.3	22.3	1.03	-11.1	12.3	-4.1	2.5	2.3
Cc1ccc(CC23CN4CCN(CC(C4)C2O)C3)c(C)c1 (stereo not given)	-8.5	9.0	-4.8	0.99	4.1	7.8	2.9	6.3	-4.4
CCNC(=O)c1cc2c(=O)n3cccc(C)c3nc2n1C	-4.9	-13.1	11.9	1.09	-11.8	16.2	-1.6	0.8	2.0
O=C(Nc1ccc(N2CCN(c3ccc(O)cc3)CC2)cc1)Oc1ccccc1	9.6	2.2	26.6	1.06	1.9	4.6	11.1	5.9	-6.1
Cc1noc(C)c1S(=O)(=O)N(CC(=O)NCc1ccc(Cl)cc1)c1ccc2c(c1)OCO2	-8.7	-0.2	7.2	1.03	-2.0	9.4	-1.0	1.8	-8.7
CCc1nnc(NC(=O)c2cccc(C(=O)Nc3nnc(CC)s3)n2)s1	4.6	0.8	2.2	1.01	2.4	-4.6	-1.5	-1.0	3.1
N#Cc1c(N2CCCC2)nc(N)c2c(N)nc(N3CCCC3)cc12	101.2*	-260.5[fluorescence artefact?]	76.0*	0.97	1.8	2.0	76.8*	-2.4	-6.8
Cc1cc(C)n(-c2ncnc3sc4c(c23)CCCC4)n1	-2.6	-17.9	0.5	1.02	-13.1	-17.1	-4.9	0.6	12.4
CCC(C)(C)n1nnnc1C(c1ccc2ncccc2c1)N1CCN(c2nc3ccccc3s2)CC1 (stereo not given)	-6.3	0.5	35.2	0.99	2.7	11.2	-1.0	-7.9	-2.7
O=P(O)(CCc1ccncc1)CN1CCCCC1	-9.0	2.7	3.0	1.03	1.6	13.4	-4.7	0.0	3.6
O=C(Nc1ccc(Cl)c(C(F)(F)F)c1)C1CCCN(S(=O)(=O)c2cnc[nH]2)C1 (stereo not given)	-9.9	0.5	24.7	0.98	4.1	6.2	-0.2	-5.8	5.0
O=C(Nc1ccncc1)C1(c2ccccc2)CCCC1	-6.9	2.3	-11.1	1	2.1	39.0*	-0.1	2.8	4.6
COc1cccc(N(CC(=O)Nc2cccc(F)c2)S(C)(=O)=O)c1	-4.9	3.4	4.5	1.02	9.5	-1.3	-2.6	5.7	2.0
CCOC(=O)N1CCN(C(=O)C2CC(=O)N(c3ccc(OC)cc3)C2c2ccc(OC)cc2)CC1 (stereo not given)	nt	-2.6	nt	1.03	-17.3	4.3	nt	5.5	nt
O=c1c2ccccc2nc(-c2ccco2)n1/N=C/c1ccco1	-6.7	2.0	19.3	1.14	1.1	0.4	-0.6	5.6	1.5
COc1ccc2oc(-c3ccccc3)c(C(=O)N3CCOCC3)c2c1	-7.1	-70.8[fluorescence artefact?]	6.8	1.03	-44.4	7.2	1.7	-13.8	-4.4
Cc1cc(Nc2ccc(Br)cc2F)n2ncnc2n1	-11.8	5.8	-0.6	1.05	6.4	0.7	-1.7	10.4	-4.1
COc1cc(C)nc(N2CCCC(C(=O)Nc3cccc(Cl)c3C)C2)n1 (stereo not given)	-8.6	-2.4	9.7	1.03	4.1	3.7	nt	21.2*	nt
COCCn1cc(C(=O)NCc2cccs2)c2c3ccccc3n(C)c2c1=O	-18.7	-36.2	31.0	1.03	-0.2	-11.6	-2.7	0.8	4.5
CCOC(=O)C1CCCN(C(=O)CN2CCN(Cc3ccc(Cl)cc3)C2=O)C1 (stereo not given)	4.2	-0.9	24.0	1.06	3.4	12.7	-0.7	3.4	nt
CCC(C#CCN1CCOCC1)(CC)OCCC#N	-3.3	-2.0	9.6	1.05	-7.8	19.0	-0.4	4.0	1.3
CC1(C)CN=C(N2CCN(c3ncnc4sc5c(c34)CCCC5)CC2)S1	-15.9	2.7	-16.2	1.04	-2.0	6.2	-5.4	4.2	-4.0
CC(C)Cn1c(N)c(C(=O)COC(=O)C2=COCCO2)c(=O)n(C)c1=O	-2.1	-7.8	17.9	1.05	10.2	-1.7	-5.6	5.7	-0.6
Cc1nn(C)c(C)c1S(=O)(=O)N(CC(=O)Nc1ccc2c(c1)OCO2)c1ccc(C(C)C)cc1	-11.6	0.3	-5.9	1.03	-8.0	15.6	0.3	6.3	-1.3
c1cc(-c2noc(CCC3CCCC3)n2)ccn1	-11.1	3.8	4.7	1.02	4.3	2.9	-4.3	5.6	4.2
COc1ccc(-c2csc(N3CCC(C(N)=O)(N4CCCCC4)CC3)n2)cc1	1.5	2.6	15.0	1.02	2.6	7.5	-2.5	7.6	-14.1
CCOC(=O)C1CCN(C(=O)COc2ccc(N(C)S(=O)(=O)c3cccs3)cc2)CC1	-12.1	-0.3	4.2	1.05	0.0	14.9	-4.3	-6.2	-2.2
Cn1c(=O)c(=O)n(C)c2cc(S(=O)(=O)Nc3ccc4c(c3)OCCO4)ccc21	-0.4	4.4	2.3	1.01	-2.5	10.4	2.9	11.1	0.4
COCCNC(=O)C(C)OC(=O)c1nsc(Cl)c1Cl (stereo not given)	-10.0	-5.3	-15.8	1.01	6.4	-15.3	-0.9	-0.3	-2.1
CCOC(=O)C1CCN(C/C=C/c2ccccc2OC)CC1	-11.9	0.6	-4.8	1.07	-12.2	19.1	0.5	-0.3	-3.8
CCCCn1ccnc1C(=O)c1ccc(S(=O)(=O)N(CCOC)CCOC)cc1	-5.4	1.2	3.7	1.02	-13.1	4.8	-0.9	5.9	-3.2
Cc1ccc(S(=O)(=O)N2CCC(C(=O)N[C@@H](C)C(=O)NCc3ccccc3)CC2)cc1	5.8	5.8	11.7	1.04	-3.4	-6.3	nt	6.0	nt
COc1ccc(OC)c(NC(=O)C2CCN(c3ncccn3)CC2)c1	-1.3	-1.5	-32.1	1.01	2.2	19.0	0.7	4.8	-1.6
CCC(c1nnnn1Cc1ccco1)N(CCN1CCOCC1)Cc1cc2cc(C)ccc2[nH]c1=O (stereo not given)	-10.1	-1.7	16.8	1.08	2.8	4.6	-4.3	1.6	-2.1
COc1ccc(C(O)C(CN2CCOCC2)c2ccccc2)cc1F (stereo not given)	-7.7	-2.6	-17.4	0.95	3.1	9.4	0.2	6.7	3.4
CCn1c(SCC(=O)Nc2ccc3c(c2)OCO3)nc2c(c1=O)SC(C)C2 (stereo not given)	-14.8	-1.2	6.7	1.04	2.2	-5.5	2.3	-0.9	1.4
COc1ccc(C(=O)Nc2cccc(C(C)=O)c2)cc1S(=O)(=O)N1CCOCC1	-13.1	1.6	4.7	1.04	-20.8	9.9	0.2	-3.4	1.7
Clc1ccc(Cn2c(CN3CCCC3)nc3ccccc32)cc1	-21.4	-8.1	-34.1	0.98	3.7	1.4	-3.7&-0.8	5.0	-9.8

Two records picked at random from those above, as already listed:
SMILES	Cdc25B block	MMP-13 inhibitor	DUSP1 inh	Abs 340nm	FXIIa inh mix	AP ELISA ortho	Hsp90 inh	FXIa mix inh	JNK3 inh
CCOC(=O)C1CCN(C/C=C/c2ccccc2OC)CC1	-11.9	0.6	-4.8	1.07	-12.2	19.1	0.5	-0.3	-3.8
Cc1ccc(S(=O)(=O)N2CCC(C(=O)N[C@@H](C)C(=O)NCc3ccccc3)CC2)cc1	5.8	5.8	11.7	1.04	-3.4	-6.3	nt	6.0	nt

(further entries)
SMILES	Cdc25B block	MMP-13 inhibitor	DUSP1 inh	Abs 340nm	FXIIa inh mix	AP ELISA ortho	Hsp90 inh	FXIa mix inh	JNK3 inh
O=C(N1CCOCC1)N1CCN(c2ccccn2)CC1	-3.0	-17.6	-10.9	1.11	0.9	5.6	-2.4	4.7	5.4
COc1ccc(Cl)cc1N1C(=O)C2CCCN2C1c1sccc1C (stereo not given)	-11.7	-1.1	9.6	1.02	5.3	8.2	2.6	9.8	0.4
CCc1c(C)n([O-])c2c([n+]1=O)CCC2	-6.6	-8.0	-3.1	0.99	-0.7	-0.9	-5.9	-9.4	2.4
Nc1ccc(-c2nnc(-c3ccc(-c4ccccc4)cc3)o2)cc1	-8.9	-349.9[fluorescence artefact?]	20.7	1.12	2.9	4.8	2.6	-57.2	-7.5
O=C(CSCc1ccc(Cl)cc1)NCC1CCCO1 (stereo not given)	-2.8	3.5	9.8	1.02	-0.6	6.2	-3.4	8.7	3.3
COc1ccc(OC)c(C(=O)COC(=O)C2CC3CCCC(C2)C3=O)c1 (stereo not given)	-17.4	-5.8	0.7	1.03	-8.1	-7.6	-5.5	3.0	-0.3
Cn1c(=O)cc(OCCCC(=O)NC2CCCC2)c2ccccc21	-6.2	-2.1	7.6	1.03	-15.7	3.1	-2.5	6.2	-2.1
Cc1ccccc1C1=NC(c2ccc(F)cc2F)ON1 (stereo not given)	20.2	3.1	5.0	0.99	8.0	6.7	-4.4	4.1	1.8
C=CCNC(=O)COc1ccc(Br)cc1Cl	-4.9	0.8	4.2	1.03	1.6	-2.3	-2.9	-0.4	-0.7

Compounds from the list above that have an aryl methoxy group:
SMILES	Cdc25B block	MMP-13 inhibitor	DUSP1 inh	Abs 340nm	FXIIa inh mix	AP ELISA ortho	Hsp90 inh	FXIa mix inh	JNK3 inh
COc1cccc(N(CC(=O)Nc2cccc(F)c2)S(C)(=O)=O)c1	-4.9	3.4	4.5	1.02	9.5	-1.3	-2.6	5.7	2.0
CCOC(=O)N1CCN(C(=O)C2CC(=O)N(c3ccc(OC)cc3)C2c2ccc(OC)cc2)CC1 (stereo not given)	nt	-2.6	nt	1.03	-17.3	4.3	nt	5.5	nt
COc1ccc2oc(-c3ccccc3)c(C(=O)N3CCOCC3)c2c1	-7.1	-70.8[fluorescence artefact?]	6.8	1.03	-44.4	7.2	1.7	-13.8	-4.4
COc1cc(C)nc(N2CCCC(C(=O)Nc3cccc(Cl)c3C)C2)n1 (stereo not given)	-8.6	-2.4	9.7	1.03	4.1	3.7	nt	21.2*	nt
COc1ccc(-c2csc(N3CCC(C(N)=O)(N4CCCCC4)CC3)n2)cc1	1.5	2.6	15.0	1.02	2.6	7.5	-2.5	7.6	-14.1
CCOC(=O)C1CCN(C/C=C/c2ccccc2OC)CC1	-11.9	0.6	-4.8	1.07	-12.2	19.1	0.5	-0.3	-3.8
COc1ccc(OC)c(NC(=O)C2CCN(c3ncccn3)CC2)c1	-1.3	-1.5	-32.1	1.01	2.2	19.0	0.7	4.8	-1.6
COc1ccc(C(O)C(CN2CCOCC2)c2ccccc2)cc1F (stereo not given)	-7.7	-2.6	-17.4	0.95	3.1	9.4	0.2	6.7	3.4
COc1ccc(C(=O)Nc2cccc(C(C)=O)c2)cc1S(=O)(=O)N1CCOCC1	-13.1	1.6	4.7	1.04	-20.8	9.9	0.2	-3.4	1.7
COc1ccc(Cl)cc1N1C(=O)C2CCCN2C1c1sccc1C (stereo not given)	-11.7	-1.1	9.6	1.02	5.3	8.2	2.6	9.8	0.4
COc1ccc(OC)c(C(=O)COC(=O)C2CC3CCCC(C2)C3=O)c1 (stereo not given)	-17.4	-5.8	0.7	1.03	-8.1	-7.6	-5.5	3.0	-0.3
